CAL PDZ FP-1 – inhibitors of human CAL PDZ peptide binding; Q9HD26; purified CAL PDZ, TMR-peptide fluorescence polarization, 1 h; inhibition, % at 20 µM; hit rate 0.02% among 330,000; AID 504414;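 active means highest replicate inhibition of at least 40%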;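 further: plate controls were DMSO neutral control wells for no effect and unlabeled competitor peptide control wells for full effect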
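Read-out basis: mP drop reported as inhibition | Assay system: Tagged CAL PDZ protein CerCALP, purified | Benchmarks: Unlabelled peptide for full inhibition, DMSO wells as neutral | Schedule: 1 h incubation at room temperature before polarization reading | Buffer or medium: Sodium phosphate/NaCl buffer pH 7.4 with TCEP, IgG, Thesit | Doses: Single point, 20 µM | Measured by: Fluorescence polarization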
cardiac RTF act – increases calcium sensitivity of human cardiac regulated thin filaments; P19429+P45379; IANBD-labeled TnC RTF fluorescence at EC20 calcium; 0% EC20 calcium, 100% full calcium; activation, % at 7.2 µM; hit rate 0.24% among 340,000; AID 493008;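 active means activation above the mean over all tested compounds plus 3 SD, cut at about 30% in these data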;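 further: rise in fluorescence read as greater calcium sensitivity of cardiac thin filaments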
dFosB activator – mouse delta FosB homodimer activation; hit rate 0.99% among 340,000; P13346; purified delta FosB, TAMRA-CDK5 oligo fluorescence polarization; percent of positive-control signal above neutral wells; activation, % at 25 µM;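 active means mean activation above about 17%, with every replicate also reaching it, limit read from the data, passing the limit was not always enough; inconclusive means only one of the two conditions met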;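 further: fluorescence polarization rise as delta FosB binds a TAMRA Cdk5 AP-1 oligo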
Target sequence (P13346 whole entry, looked up): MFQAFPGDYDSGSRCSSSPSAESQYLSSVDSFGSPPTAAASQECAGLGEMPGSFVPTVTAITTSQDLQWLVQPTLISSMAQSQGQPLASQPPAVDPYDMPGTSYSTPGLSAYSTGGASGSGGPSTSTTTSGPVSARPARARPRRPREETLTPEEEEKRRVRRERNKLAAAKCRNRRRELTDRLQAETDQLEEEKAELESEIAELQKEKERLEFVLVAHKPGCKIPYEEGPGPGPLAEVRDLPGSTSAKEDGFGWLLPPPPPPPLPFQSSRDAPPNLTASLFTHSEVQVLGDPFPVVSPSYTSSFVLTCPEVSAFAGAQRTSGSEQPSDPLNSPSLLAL
Rtt109 Vps75 – blocks Candida albicans Rtt109/Vps75 acetyltransferase activity. inhibition, % at 34.9 µM. AID 540336. Q5AAJ8. purified Rtt109/Vps75, ThioGlo CoA-SH fluorescence, 4 h. hit rate 0.16% among 330,000;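 active means inhibition of at least 50% in every replicate; inconclusive means best replicate reaches 50% inhibition but some replicates fall short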
Wnt bcat act – activators of Wnt/beta-catenin signaling. Wnt/beta-catenin reporter cell assay, activator, plate reader. activation, % at 9.35 µM. hit rate 1.2% among 300,000; in the data active means activation above about 30%, passing the limit was not always enough; inconclusive means no clear call, values can overlap the other calls;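 further: 0% = neutral control wells and 100% = positive control wells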
MITF TRPM1 HTS – increases MITF-driven TRPM1 promoter luciferase signal. SK-MEL-5 TRPM1-promoter luciferase, 24 h; % of positive control, neutral wells = 0. activation, % at 12.5 µM. hit rate 0.75% among 300,000. AID 588334;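 active means mean activation of at least 80% with every replicate also reaching 80%; inconclusive means mean reaches 80% but some replicate falls short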;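 further: 0% = neutral control wells and 100% = parthenolide positive control wells; values of inactives mirror those of a sister screen read the other way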
CAL PDZ FP-2 – CAL PDZ (human) peptide binding inhibition. Q9HD26. purified CAL PDZ, TMR-peptide fluorescence polarization, 1 h. hit rate 0.92% among 300,000. inhibition, % at 24.9 µM. AID 602252;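 active means mean inhibition of at least 30% with at least half of replicates also reaching 30%; inconclusive means no clear call, values can overlap the other calls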;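 further: 0% = DMSO neutral control and 100% = excess unlabeled competitor peptide PRC23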
Tat transport – inhibitors of E. coli Tat protein transport. inhibition, % at 10 µM. hit rate 0.036% among 340,000. E. coli MC4100 TorA-mCherry Tat export, fluorescence;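 active means mean replicate inhibition at least 50% and at least half of replicates individually reaching 50%; inconclusive means only one of the two criteria met; inactive means neither criterion met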;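 further: exported cargo escapes ClpAP degradation while cytoplasmic cargo is degraded and loses fluorescence; 0% = median of neutral control wells and 100% = median of NaSCN control wells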
CDK5 p35 inh – inhibitors of human CDK5/p35 kinase; Q00535+Q15078; Recombinant CDK5/p35, ADP-Glo luminescence, 60 min; inhibition, % at 10 µM; hit rate 0.01% among 330,000; AID 488839;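 active means highest replicate inhibition of at least 50% and at least 75% of replicates reaching 50%; inconclusive means only one of the two criteria met; inactive means both criteria failed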;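 further: plate controls were DMSO neutral control for no effect and GW8510 at 10 µM for full effect; many of its hits are not listed in these tables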
Target sequence (Q00535 whole entry, looked up): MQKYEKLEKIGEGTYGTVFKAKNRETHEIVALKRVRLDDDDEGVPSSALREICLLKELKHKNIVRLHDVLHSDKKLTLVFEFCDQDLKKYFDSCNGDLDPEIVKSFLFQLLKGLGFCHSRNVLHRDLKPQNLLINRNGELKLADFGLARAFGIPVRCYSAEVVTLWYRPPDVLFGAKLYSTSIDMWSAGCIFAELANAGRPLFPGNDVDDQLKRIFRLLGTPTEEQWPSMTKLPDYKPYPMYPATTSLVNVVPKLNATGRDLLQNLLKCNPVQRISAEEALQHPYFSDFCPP
Target sequence (Q15078 whole entry, looked up): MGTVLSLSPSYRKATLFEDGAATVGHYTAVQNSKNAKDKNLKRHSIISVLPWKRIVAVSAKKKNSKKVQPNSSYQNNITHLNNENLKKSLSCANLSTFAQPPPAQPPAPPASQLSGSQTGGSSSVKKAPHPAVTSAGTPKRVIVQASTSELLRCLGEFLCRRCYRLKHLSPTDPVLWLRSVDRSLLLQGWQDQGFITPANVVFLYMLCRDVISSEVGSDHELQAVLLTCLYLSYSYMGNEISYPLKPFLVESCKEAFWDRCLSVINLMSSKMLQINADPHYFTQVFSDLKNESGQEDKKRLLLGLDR
V-ATPase pHluor – yeast V-ATPase proton transport regulation by pHLuorin | response, % at 10 µM | hit rate 0.37% among 350,000 | S. cerevisiae, pHLuorin cytosolic pH fluorescence | AID 504577; in the data active means response mostly above about 7.3%, no sharp cut-off; inactive means mostly below about 5.4%; further: actives read high; inactives centre near 0; some compounds called inactive have numbers as strong as hits
The depositor's hits bear a star; ? = inconclusive; · = not tested or not shown.

The first four compounds, to show the layout:
1) O=C1NC(=O)C(c2ccccc2)(c2ccccn2)N1 (stereo unspecified)
2) CCN(CC)S(=O)(=O)c1cccc(NC(=O)CCNC(=O)c2ccccc2Cl)c1
3) CCOC(=O)CCCCCC(=O)Nc1ccc2c(c1)CC(=O)N([C@H](C)CO)C[C@@H](C)[C@H](CN(C)Cc1ccc3c(c1)OCO3)O2
4) O=C1CCCN1CCCNc1ccc2nnc(CCC(=O)N3CCN(c4ccc(F)cc4)CC3)n2n1

Screen / compound no.,1,2,3,4
CAL PDZ FP-1,-1.4,-3.1,-0.2,-0.3
cardiac RTF act,-2,-6,2,-1
dFosB activator,6,-1,-14,-4
Rtt109 Vps75,16,2,-1,-4
Wnt bcat act,3,-2,-1,0
MITF TRPM1 HTS,7,-4,0,8
CAL PDZ FP-2,-1,0,-4,1
Tat transport,-12,-17,6,6
CDK5 p35 inh,1.2,1.1,-0.3,-0.4
V-ATPase pHluor,-5,1,-2,1

The listing, from the first entry:
1) O=C1NC(=O)C(c2ccccc2)(c2ccccn2)N1 (stereo unspecified)
2) CCN(CC)S(=O)(=O)c1cccc(NC(=O)CCNC(=O)c2ccccc2Cl)c1
3) CCOC(=O)CCCCCC(=O)Nc1ccc2c(c1)CC(=O)N([C@H](C)CO)C[C@@H](C)[C@H](CN(C)Cc1ccc3c(c1)OCO3)O2
4) O=C1CCCN1CCCNc1ccc2nnc(CCC(=O)N3CCN(c4ccc(F)cc4)CC3)n2n1
5) O=C(N[C@@H](Cc1ccc(Br)cc1)C(=O)O)OCC1c2ccccc2-c2ccccc21
6) N/C(=N\OC(=O)COc1ccc(Br)cc1)c1ccncc1

Screen / compound no.,1,2,3,4,5,6
CAL PDZ FP-1,-1.4,-3.1,-0.2,-0.3,-1.8,0.6
cardiac RTF act,-2,-6,2,-1,-3,-8
dFosB activator,6,-1,-14,-4,-3,-3
Rtt109 Vps75,16,2,-1,-4,12,-3
Wnt bcat act,3,-2,-1,0,20,-2
MITF TRPM1 HTS,7,-4,0,8,3,16
CAL PDZ FP-2,-1,0,-4,1,-3,-4
Tat transport,-12,-17,6,6,10,6
CDK5 p35 inh,1.2,1.1,-0.3,-0.4,-1.5,-2.9
V-ATPase pHluor,-5,1,-2,1,-2,-2

7) COc1ccc(S(=O)(=O)N2CCN(C(=O)c3cc(C4CC4)nn3-c3ccccc3)CC2)cc1OC
8) COc1ccc(-c2cc(C)no2)cc1S(=O)(=O)N1CCN(C(=O)c2ccco2)CC1
9) CCC(Sc1nc2cc(OC)c(OC)cc2c(=O)n1Cc1ccc(OC)cc1)C(=O)NCCOC (stereo unspecified)
10) O=C(O)/C(=C\c1cccc(OCc2ccccc2)c1)c1ccc(F)cc1
11) Cc1c(NC(=O)c2ccc(Br)o2)c(=O)n(-c2ccccc2)n1C
12) COc1ccc2cc3c(N)nn(C(=O)c4ccccc4[N+](=O)[O-])c3nc2c1

Screen / compound no.,7,8,9,10,11,12
CAL PDZ FP-1,-0.6,-3.3,-1.4,-3.1,0.7,-2.5
cardiac RTF act,-5,-4,3,8,3,-6
dFosB activator,7,-4,-4,-4,1,-6
Rtt109 Vps75,-5,6,9,3,1,-12
Wnt bcat act,-3,-2,0,-4,·,-4
MITF TRPM1 HTS,-2,-9,5,-1,2,-14
CAL PDZ FP-2,-3,-1,27,-6,5,-2
Tat transport,-10,-6,0,3,3,-2
CDK5 p35 inh,1.9,·,0.3,0.9,-2.4,0.3
V-ATPase pHluor,2,2,-3,3,-1,1

13) c1ccc(Oc2ccc(-c3ccnc4ncnn34)cc2)cc1
14) CN(C)N1C(N)=C(C#N)C(c2cccc([N+](=O)[O-])c2)C2=C1CC(C)(C)CC2=O (stereo unspecified)
15) CCCOc1ccc(N2C(=O)CC(N(Cc3ccc(S(N)(=O)=O)cc3)C(=O)CC)C2=O)cc1 (stereo unspecified)
16) Cc1ccc(N2CC(C(=O)Nc3ccccc3C(=O)N3CCOCC3)CC2=O)cc1 (stereo unspecified)
17) O=C(COc1ccccc1)N/N=C/c1ccc2c(c1)OCO2
18) O=C(Nc1ccccc1Cl)N1CCN(c2ccccn2)CC1

Screen / compound no.,13,14,15,16,17,18
CAL PDZ FP-1,-3.0,0.0,-0.6,-1.8,-0.9,-0.8
cardiac RTF act,5,-4,-3,1,2,6
dFosB activator,-13,-3,-1,-5,0,1
Rtt109 Vps75,1,-6,6,-5,17,-2
Wnt bcat act,3,5,·,-1,0,0
MITF TRPM1 HTS,-11,·,-3,-8,8,·
CAL PDZ FP-2,2,-6,1,·,-2,0
Tat transport,-2,-8,-3,-5,-6,-7
CDK5 p35 inh,1.1,0.2,3.9,-1.3,2.5,0.2
V-ATPase pHluor,0,3,2,-2,-1,-3

19) CCC1CCC(C(=O)NC(CCSC)C(=O)NCCc2ccc(S(N)(=O)=O)cc2)CC1 (stereo unspecified)
20) S=C(c1ccc(-c2cc(Cl)ccc2Cl)o1)N1CCCCC1
21) Cc1ccnc(NS(=O)(=O)c2ccc(Cl)nc2)c1
22) Fc1ccc(-c2cnn3c(-c4cccs4)ccnc23)cc1
23) CCN(CC)S(=O)(=O)c1ccc(N2CCCC2)c(NC(=O)Cc2c(F)cccc2Cl)c1
24) CCOC(=O)C1=C(CC)OC(N)=C(C#N)C1c1cccs1 (stereo unspecified)

Screen / compound no.,19,20,21,22,23,24
CAL PDZ FP-1,-1.1,-2.8,-1.3,-1.0,-3.6,-2.5
cardiac RTF act,1,-4,1,-3,1,10
dFosB activator,-11,-7,-12,0,-6,-2
Rtt109 Vps75,·,-13,-2,·,23,·
Wnt bcat act,0,·,1,13,-1,2
MITF TRPM1 HTS,3,24,-9,0,5,-11
CAL PDZ FP-2,-2,-2,-6,-1,-3,0
Tat transport,-8,-1,-10,-4,13,4
CDK5 p35 inh,3.1,-1.5,1.2,2.4,-3.6,-0.3
V-ATPase pHluor,-1,-3,0,0,3,3

25) O=C(Nc1ccc(Cl)cc1C(=O)Nc1ccncc1)c1ccco1
26) CCN1CCN(C(=O)c2ccc(-c3nc4ccccc4s3)s2)CC1
27) CC1(CC(=O)N/N=C/c2ccc(OCc3ccc(Cl)cc3Cl)cc2)OCCCO1
28) O=C(Nc1ccc(N2CCCCC2)cc1)c1ccccc1
29) CCOc1ccc(C(=S)N2CCCC2)cc1
30) COc1ccc(CN2CCN(C(=O)c3cccc(OC)c3OC)CC2)cc1OC

Screen / compound no.,25,26,27,28,29,30
CAL PDZ FP-1,-3.9,-1.2,-4.8,-1.7,-0.6,0.0
cardiac RTF act,-9,-8,3,-11,5,-4
dFosB activator,-16,-16,-1,-10,2,4
Rtt109 Vps75,-1,1,4,-33,-3,-11
Wnt bcat act,-1,49*,·,·,8,-1
MITF TRPM1 HTS,-10,31,1,29,21,2
CAL PDZ FP-2,-1,1,-1,-6,-2,3
Tat transport,4,-2,5,-11,-5,-7
CDK5 p35 inh,-1.6,1.9,1.0,-1.7,0.0,1.0
V-ATPase pHluor,0,0,-1,-5,1,-2

31) Cc1cc(F)ccc1S(=O)(=O)N1CCCOC1CNC(=O)C(=O)NCc1ccncc1 (stereo unspecified)
32) CCOC(=O)c1ccc2c(c1)nc(C1CCN(S(=O)(=O)c3cccs3)CC1)n2CC
33) COc1ccc(/C(C)=N/NC(=O)CNC(=O)c2ccncc2)c(OC)c1
34) COc1ccc(C)cc1S(=O)(=O)NCCN1CCOCC1
35) S=C(NCCc1ccc(Cl)cc1)NCc1ccco1
36) S=C(Nc1ccccc1)N1CCCCCCC1

Screen / compound no.,31,32,33,34,35,36
CAL PDZ FP-1,0.4,-3.8,-2.3,-2.2,0.6,-2.1
cardiac RTF act,4,0,1,-3,0,5
dFosB activator,-12,-16,-5,-4,-5,-5
Rtt109 Vps75,-2,5,9,9,-10,-3
Wnt bcat act,-1,·,0,0,1,-1
MITF TRPM1 HTS,-8,-3,0,-7,3,-3
CAL PDZ FP-2,-5,-2,5,0,-3,-1
Tat transport,-2,1,?,5,-8,-13
CDK5 p35 inh,2.6,-1.7,-0.2,-0.7,-10,-1.0
V-ATPase pHluor,-1,3,-10,2,0,-1

37) Cc1ccc(C(=O)c2cc([N+](=O)[O-])ccc2N2CCOCC2)c(C)c1
38) C=CCC1CCCCC12NC(=O)NC2=O (stereo unspecified)
39) CCN(CC)C(=O)Cn1c(=O)n(CC(=O)N2CCCCC2)c(=O)c2sccc21
40) CSCCC(NC(=O)c1ccccc1Br)C(=O)NNC(=O)c1csc(N2CCOCC2)n1 (stereo unspecified)
41) COc1ccc(-c2ncncc2-c2ccccc2)c(O)c1
42) Cc1csc(=O)n1CC(=O)OCC(=O)c1c(N)n(CC(C)C)c(=O)n(C)c1=O

Screen / compound no.,37,38,39,40,41,42
CAL PDZ FP-1,-0.8,-1.1,-0.9,-1.4,·,0.3
cardiac RTF act,-5,0,-1,-2,-2,-1
dFosB activator,-10,-3,-8,-3,-1,-10
Rtt109 Vps75,-2,-26,-3,-7,-4,-2
Wnt bcat act,·,1,-1,1,0,-6
MITF TRPM1 HTS,-15,0,12,-4,1,1
CAL PDZ FP-2,0,-8,-3,-2,-4,·
Tat transport,5,5,2,5,0,1
CDK5 p35 inh,-2.7,-0.3,·,0.3,2.2,0.1
V-ATPase pHluor,0,-1,-2,3,4,2

43) Cc1ccc(S(=O)(=O)NC(C(=O)Oc2ccc3ccc(=O)oc3c2)c2ccccc2)cc1 (stereo unspecified)
44) O=C1c2ccccc2C(=O)N1CCCCN(C(=O)c1ccco1)c1ccc(Cl)cc1
45) OCCC1CN(Cc2ccc3nsnc3c2)CCN1C1CCCC1 (stereo unspecified)
46) CC(C)CC(=O)Nc1c2c(nn1-c1ccc(F)cc1)CS(=O)(=O)C2

Screen / compound no.,43,44,45,46
CAL PDZ FP-1,-1.2,-2.6,-2.3,-0.2
cardiac RTF act,-3,7,-4,-1
dFosB activator,-9,-2,-5,0
Rtt109 Vps75,-15,5,-1,0
Wnt bcat act,-3,·,-1,0
MITF TRPM1 HTS,-4,6,-2,-6
CAL PDZ FP-2,·,-1,2,-6
Tat transport,-8,11,0,1
CDK5 p35 inh,0.5,1.2,-1.1,-0.8
V-ATPase pHluor,-1,·,0,-2
